TcdB inh: TcdB glycohydrolase inhibitors, primary screen, biochemical, single point, plate reader. TcdB glycohydrolase enzymatic assay. inhibition, % at 9.99 µM. 350,000 compounds, 0.24% hits. AID 652162, 2013; in the data active = inhibition above about 10%
* = called active by the depositor; & = joins results of further samples.

C[C@H](CO)N1C[C@H](C)[C@H](CN(C)S(C)(=O)=O)Oc2ncc(/C=C/c3ccccc3)cc2C1=O
  TcdB inh: 0.6&-0.2

CNC(=O)C[C@H]1CC[C@H]2[C@H](COc3ccc(NC(=O)c4cc(F)cc(F)c4)cc3C(=O)N2C)O1
  TcdB inh: 0.5

CCCC(=O)N1CC2(CN(C(=O)NC(C)C)C2)c2c(n(C)c3cc(OC)ccc23)[C@H]1CO
  TcdB inh: 0.9

CS(=O)(=O)N1[C@H](CO)[C@H](c2ccccc2)[C@@H]1C#N
  TcdB inh: -0.5

CNC(=O)C[C@@H]1CC[C@H]2[C@@H](COc3ccc(NC(=O)Nc4ccc(F)cc4)cc3C(=O)N2C)O1
  TcdB inh: 0.6

C[C@H](CO)N1C[C@H](C)[C@@H](CN(C)Cc2ccc(C(=O)Nc3ccccc3N)cc2)Oc2c(NC(=O)Nc3ccc(F)cc3)cccc2C1=O
  TcdB inh: 0.5

O=C(C[C@@H]1CC[C@@H]2[C@H](COC[C@@H](O)CN2Cc2ccc(F)cc2)O1)NCCc1ccccc1
  TcdB inh: -2.8

C[C@H]1CN([C@@H](C)CO)C(=O)Cc2cc(NS(=O)(=O)c3cccs3)ccc2O[C@@H]1CN(C)S(=O)(=O)c1cn(C)cn1
  TcdB inh: 1.2

N#C[C@H]1[C@H](c2ccc(C#CCC3CCCC3)cc2)[C@@H](CO)N1C(=O)CN1CCOCC1
  TcdB inh: 1.3

Cc1ccc(S(=O)(=O)Nc2ccc3c(c2)C(=O)N([C@@H](C)CO)C[C@@H](C)[C@@H](CN(C)C(=O)Nc2ccc(F)cc2)OCCCC[C@@H](C)O3)cc1
  TcdB inh: 0.0

CO[C@@H]1CN(C)C(=O)c2ccc(NC(=O)Nc3ccccc3Cl)cc2OC[C@@H](C)N(C)C[C@H]1C
  TcdB inh: -0.4

O=C(NC1CCCCC1)[C@@H]1[C@@H](CO)[C@@H]2Cn3c(cccc3=O)[C@@H]2N1CC1CCOCC1
  TcdB inh: -0.7

C[C@@H]1CN([C@@H](C)CO)C(=O)Cc2cc(NS(=O)(=O)c3ccc(F)cc3)ccc2O[C@H]1CN(C)Cc1ccc(C(=O)O)cc1
  TcdB inh: -0.9

COc1ccc(CN(C)C[C@@H]2Oc3c(NC(=O)c4cnccn4)cccc3C(=O)N([C@H](C)CO)C[C@H]2C)cc1
  TcdB inh: 1.1

C[C@@H]1CCCCO[C@@H](CN(C)Cc2ccccc2)[C@H](C)CN([C@H](C)CO)C(=O)c2cc(NS(=O)(=O)c3ccc(F)cc3)ccc2O1
  TcdB inh: -0.5

COCC(=O)N1CC[C@@H]2[C@H](CO)Nc3ccc(C#Cc4ccc(OC)cc4)cc3[C@@H]21
  TcdB inh: 0.2

COc1ccc(CN(C)C[C@@H]2Oc3c(NC(=O)C4CCCCC4)cccc3C(=O)N([C@H](C)CO)C[C@@H]2C)cc1
  TcdB inh: 0.5

O=C(C[C@@H]1CC[C@H]2[C@@H](COC[C@@H](O)CN2Cc2cc(F)ccc2F)O1)NCc1ccc(F)cc1
  TcdB inh: 0.7

Cc1ccc(S(=O)(=O)N[C@@H]2CC[C@H](CCn3cc(C4CCCC4)nn3)O[C@@H]2CO)cc1
  TcdB inh: 0.1

CN1CCN(C(=O)C[C@@H]2C[C@@H]3c4cc(NC(=O)NC5CCCC5)ccc4O[C@@H]3[C@@H](CO)O2)CC1
  TcdB inh: 0.0

CN1c2ccc(-c3ccc(C#N)cc3)cc2[C@@H]2[C@@H](CCN2C(=O)NC2CCCCC2)[C@@H]1CO
  TcdB inh: 0.0

C[C@@H](NC(=O)C[C@H]1CC[C@H](NC(=O)Cc2ccccn2)[C@H](CO)O1)c1ccccc1
  TcdB inh: -0.9

C[C@@H]1CN([C@H](C)CO)C(=O)c2cccc(NC(=O)c3ccncc3)c2O[C@@H]1CN(C)S(=O)(=O)c1ccccc1
  TcdB inh: 1.0

C[C@H]1CN([C@@H](C)CO)C(=O)c2ccccc2-c2ccccc2CO[C@H]1CN(C)Cc1ccc(O)cc1
  TcdB inh: 1.0

CCOC(=O)N(C)C[C@@H]1OCc2ccccc2-c2c(n(C)c3ccccc23)C(=O)N([C@@H](C)CO)C[C@@H]1C
  TcdB inh: 0.0

COc1cccc(-c2ccc([C@H]3[C@H](CO)N4C(=O)CN(C(=O)c5cccnc5)C[C@@H]34)cc2)c1
  TcdB inh: -0.4

O=C(NC1CCCCC1)N1CC(=O)N2[C@H](C1)[C@@H](c1ccc(-c3ccccc3)cc1)[C@@H]2CO
  TcdB inh: -0.1

C[C@H]1CN([C@@H](C)CO)C(=O)Cc2cc(NC(=O)CCC(F)(F)F)ccc2O[C@@H]1CN(C)Cc1ccc(C(=O)Nc2ccccc2N)cc1
  TcdB inh: -1.7

COCC(=O)Nc1ccc2c(c1)[C@@H]1C[C@@H](CC(=O)O)O[C@@H](CO)[C@@H]1O2
  TcdB inh: -0.2

COc1cccc(CNC(=O)C[C@@H]2C=C[C@H](NC(C)=O)[C@H](CO)O2)c1
  TcdB inh: -0.5

New compounds follow.
SMILES | TcdB inh
CCCNC(=O)N[C@H]1CC[C@@H](CC(=O)NC2CCCCC2)O[C@@H]1CO | 0.5
N#C[C@H]1[C@@H](c2ccccc2C2=CCCCC2)[C@@H](CO)N1C(=O)Cc1ccncc1 | 0.7
Cc1ccc(S(=O)(=O)N(C)C[C@H]2Oc3ccc(NC(=O)C4CC4)cc3CC(=O)N([C@H](C)CO)C[C@@H]2C)cc1 | -8.8
COc1ccc(CN(C)C[C@H]2OCCCC[C@@H](C)Oc3ccc(NS(=O)(=O)c4cccs4)cc3C(=O)N([C@@H](C)CO)C[C@@H]2C)cc1 | 0.1
Cc1ccc(-c2ccccc2[C@H]2[C@@H](C#N)N(C(=O)Cc3cccnc3)[C@@H]2CO)cc1 | -0.1
CCCC(=O)Nc1ccc2c(c1)OC[C@H](C)N(CCC(F)(F)F)C[C@H](C)[C@H](OC)CN(C)C2=O | 0.7
COc1ccc(C#Cc2ccc([C@H]3[C@@H](CO)N4CCCCN(S(=O)(=O)c5cn(C)cn5)C[C@H]34)cc2)cc1 | 1.2
CCCN1C[C@@H](C)[C@@H](OC)CN(C)C(=O)c2cc(NC(=O)c3ccccc3)ccc2OC[C@@H]1C | -1.3
Cc1noc(C)c1NC(=O)N(C)C[C@H]1OCCCC[C@H](C)Oc2ccc(NC(=O)C3CCCCC3)cc2C(=O)N([C@H](C)CO)C[C@H]1C | 1.1
CC(=O)N(C)C[C@H]1Oc2ncc(-c3ccccc3C)cc2C(=O)N([C@H](C)CO)C[C@@H]1C | -0.3
CNC[C@H]1Oc2c(NC(=O)c3nc4ccccc4s3)cccc2C(=O)N([C@@H](C)CO)C[C@@H]1C | -0.3
CCC(=O)Nc1ccc2c(c1)C(=O)N(C)[C@@H]1CC[C@@H](CC(=O)N3CCCCC3)O[C@@H]1CO2 | -0.6
CC(=O)N(C)C[C@@H]1Oc2cc(C#CC3CCCC3)ccc2S(=O)(=O)N([C@H](C)CO)C[C@@H]1C | 0.3
C[C@@H]1CN([C@H](C)CO)C(=O)c2cc(NC(=O)Nc3ccc4c(c3)OCO4)ccc2O[C@@H](C)CCCCO[C@@H]1CN(C)S(=O)(=O)c1ccc(F)cc1 | -0.5
C[C@@H]1CN([C@H](C)CO)C(=O)c2cccc(N(C)C)c2O[C@H]1CN(C)Cc1ccc(C(=O)Nc2ccccc2N)cc1 | -0.4
COc1ccc(NC(=O)N[C@@H]2CC[C@H](CC(=O)NCc3ccccn3)O[C@H]2CO)cc1 | 1.8
C[C@@H]1CN([C@H](C)CO)S(=O)(=O)c2ccc(C3=CCCC3)cc2O[C@@H]1CN(C)C | -13
CC(C)NC(=O)N(C)C[C@H]1Oc2cc(C#Cc3ccccn3)ccc2S(=O)(=O)N([C@@H](C)CO)C[C@H]1C | -1.1
O=C1CNC[C@H]2[C@H](c3ccc(C#CC4CCCC4)cc3)[C@H](CO)N12 | -1.7
COc1ccccc1CNC(=O)C[C@H]1C[C@H]2c3cc(NC(=O)NC4CCCC4)ccc3O[C@H]2[C@H](CO)O1 | -0.3
COc1ccc(NC(=O)Nc2ccc3c(c2)C(=O)N([C@@H](C)CO)C[C@H](C)[C@@H](CN(C)C(=O)Cc2ccccc2)OCCCC[C@@H](C)O3)cc1 | 0.1
COCC#Cc1ccc2c(c1)O[C@H](CN(C)Cc1ccccc1)[C@@H](C)CN([C@@H](C)CO)S2(=O)=O | 0.2
CC(C)CC#Cc1ccc2c(c1)O[C@@H](CN(C)C(=O)C1CCOCC1)[C@@H](C)CN([C@H](C)CO)S2(=O)=O | -3.0
COc1ccc(S(=O)(=O)N(C)C[C@@H]2OCCCC[C@H](C)Oc3ccc(NC(=O)c4ccncc4)cc3C(=O)N([C@H](C)CO)C[C@@H]2C)cc1 | 1.2
Cc1ccc(S(=O)(=O)NCC[C@H]2CC[C@H](NC(=O)Nc3ccccc3F)[C@@H](CO)O2)cc1 | 1.1
CCNC(=O)C[C@H]1CC[C@H]2[C@@H](COc3ccc(NC(=O)Nc4cccc(F)c4)cc3C(=O)N2C)O1 | -0.8
COCC(=O)Nc1ccc2c(c1)C(=O)N(C)C[C@H](OC)[C@H](C)CN(C(=O)c1cnccn1)[C@@H](C)CO2 | 0.3
CCS(=O)(=O)N1CCCCN2[C@H](C1)[C@H](c1ccc(-c3ccccc3)cc1)[C@@H]2CO | -0.8
C[C@@H]1CCCCO[C@H](CN(C)Cc2ccccc2)[C@@H](C)CN([C@H](C)CO)C(=O)c2cc(NC(=O)CCCCCC(=O)Nc3ccccc3N)ccc2O1 | 0.4
O=C(C[C@@H]1C=C[C@H](NC(=O)c2ccc3c(c2)OCO3)[C@H](CO)O1)NCc1ccc(Oc2ccccc2)cc1 | 0.3
C[C@@H]1CN([C@@H](C)CO)C(=O)c2cc(-c3cccc(C#N)c3)cnc2O[C@H]1CN(C)C(=O)C1CCOCC1 | 0.1
C[C@H]1CCCCO[C@H](CN(C)Cc2ccc(C(=O)O)cc2)[C@@H](C)CN([C@@H](C)CO)C(=O)c2cc(NC(=O)Nc3ccc(C(F)(F)F)cc3)ccc2O1 | 0.5
CN1C(=O)c2cc(NS(=O)(=O)c3cccc(F)c3)ccc2OC[C@H]2O[C@H](CC(=O)O)CC[C@H]21 | -3.7
O=C(C[C@H]1CC[C@@H](NC(=O)C2CC2)[C@@H](CO)O1)NCC1CC1 | -0.7
C[C@@H]1CN([C@@H](C)CO)C(=O)c2cc(NC(=O)Cc3cn(C)c4ccccc34)ccc2O[C@@H]1CN(C)Cc1ccc2c(c1)OCO2 | -0.3
O=C(Nc1ccc(F)cc1)N[C@@H]1C[C@@H]2O[C@@H](CO)CC[C@@H]2O[C@@H]1CCc1ccc(-c2ccccc2)cc1 | -1.1
CN(C)CC(=O)Nc1ccc2c(c1)[C@@H]1C[C@H](CC(=O)NCCN3CCCCC3)O[C@@H](CO)[C@@H]1O2 | 0.8
Cc1ccc(S(=O)(=O)Nc2ccc3c(c2)C(=O)N([C@H](C)CO)C[C@H](C)[C@@H](CN(C)C(=O)Nc2ccc4c(c2)OCO4)OCCCC[C@@H](C)O3)cc1 | 0.6
C[C@@H]1CCCCO[C@H](CN(C)Cc2ccncc2)[C@H](C)CN([C@@H](C)CO)C(=O)c2cc(NS(=O)(=O)c3ccc(F)cc3)ccc2O1 | 0.1
C[C@@H]1CN([C@H](C)CO)C(=O)c2cc(-c3ccccc3)cnc2O[C@H]1CN(C)Cc1ccccc1 | 1.2
COc1ccc2c3c([nH]c2c1)[C@H](CO)N(CC1CCOCC1)CC31CN(C(=O)c2ccc(F)cc2)C1 | -1.0
C/C=C/c1ccc([C@H]2[C@@H](CO)N(C(=O)CC)[C@H]2CNC(=O)CC)cc1 | -0.5
Cn1cnc(S(=O)(=O)N2CCCCN3[C@H](CO)[C@@H](c4ccc(-c5ccccc5F)cc4)[C@H]3C2)c1 | 0.2
C[C@@H]1CN([C@H](C)CO)C(=O)Cc2cc(NC(=O)CCCCCC(=O)Nc3ccccc3N)ccc2O[C@H]1CN(C)Cc1ccc2c(c1)OCO2 | -0.7
C[C@@H]1CN([C@@H](C)CO)C(=O)c2cc(N(C)C)ccc2O[C@@H]1CN(C)Cc1ccc(C(=O)O)cc1 | -2.5
C[C@H]1CN([C@@H](C)CO)C(=O)c2cc(-c3cccc(C#N)c3)cnc2O[C@@H]1CN(C)C(=O)C1CCCCC1 | 2.3
N#C[C@H]1[C@@H](c2ccc(C3=CCCC3)cc2)[C@H](CO)N1C(=O)Cc1ccncc1 | -0.1
CCCNC(=O)N1CC2(C1)[C@H](c1ccccc1)[C@H](CO)N2Cc1ccc(F)cc1 | 1.1
C[C@H](CO)N1C[C@H](C)[C@@H](CN(C)S(=O)(=O)c2ccccc2)Oc2c(NS(=O)(=O)c3cn(C)cn3)cccc2C1=O | 0.7
COc1ccc(S(=O)(=O)Nc2ccc3c(c2)CC(=O)N([C@H](C)CO)C[C@H](C)[C@H](CN(C)S(=O)(=O)c2c(C)noc2C)O3)cc1 | 0.4
CCCNC(=O)[C@H]1[C@H](CO)[C@H]2Cn3c(ccc(/C=C/c4ccccc4)c3=O)[C@@H]1N2C(=O)c1ccncc1 | 1.2
O=C(NC1CCCCC1)N1CC(=O)N2[C@H](C1)[C@@H](c1ccc(-c3cccnc3)cc1)[C@@H]2CO | -0.4

An excerpt from above in order of count of non-hydrogen atoms, lowest first:
SMILES | TcdB inh
CO[C@@H]1CN(C)C(=O)c2ccc(NC(=O)Nc3ccccc3Cl)cc2OC[C@@H](C)N(C)C[C@H]1C | -0.4
CCNC(=O)C[C@H]1CC[C@H]2[C@@H](COc3ccc(NC(=O)Nc4cccc(F)c4)cc3C(=O)N2C)O1 | -0.8
COCC(=O)Nc1ccc2c(c1)C(=O)N(C)C[C@H](OC)[C@H](C)CN(C(=O)c1cnccn1)[C@@H](C)CO2 | 0.3
C[C@@H]1CCCCO[C@H](CN(C)Cc2ccncc2)[C@H](C)CN([C@@H](C)CO)C(=O)c2cc(NS(=O)(=O)c3ccc(F)cc3)ccc2O1 | 0.1
COc1ccc(S(=O)(=O)N(C)C[C@@H]2OCCCC[C@H](C)Oc3ccc(NC(=O)c4ccncc4)cc3C(=O)N([C@H](C)CO)C[C@@H]2C)cc1 | 1.2
COc1ccc(NC(=O)Nc2ccc3c(c2)C(=O)N([C@@H](C)CO)C[C@H](C)[C@@H](CN(C)C(=O)Cc2ccccc2)OCCCC[C@@H](C)O3)cc1 | 0.1

These rows are one share of the data. The share of hits here may be higher or lower than overall.
